# D1 mod = D1 dopamine receptor (human) allosteric modulation; P21728; HEK293 D1, CRE-luciferase, dopamine EC30 potentiation; actives deviate in either direction; B-score at 10 µM; 5.9% of 58,000 active; AID 641;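 active = luminescence count or its row- and column-corrected plate score outside the 99.7% band of the plate's sample wells, on either side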
# Target sequence (P21728 whole entry, looked up): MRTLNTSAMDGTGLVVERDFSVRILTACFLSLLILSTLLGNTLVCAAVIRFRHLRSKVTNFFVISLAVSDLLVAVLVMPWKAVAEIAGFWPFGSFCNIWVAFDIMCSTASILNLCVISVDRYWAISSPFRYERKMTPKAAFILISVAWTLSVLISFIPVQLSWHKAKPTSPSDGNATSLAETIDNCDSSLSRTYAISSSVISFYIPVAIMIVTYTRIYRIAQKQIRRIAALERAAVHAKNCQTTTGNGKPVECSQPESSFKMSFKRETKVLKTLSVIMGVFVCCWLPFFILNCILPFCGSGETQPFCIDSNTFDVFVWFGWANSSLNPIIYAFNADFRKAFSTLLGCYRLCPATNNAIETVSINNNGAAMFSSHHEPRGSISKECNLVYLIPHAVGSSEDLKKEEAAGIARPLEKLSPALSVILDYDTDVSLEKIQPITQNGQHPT
# Cdc25B block = human M-phase inducer phosphatase 2 inhibition. recombinant Cdc25B, OMFP fluorescence Ex485/Em525. inhibition, %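 (compounds tested at 10 µM final in the well)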. 0.1% of 65,000 active; in the data active = inhibition above about 50%
# RORA act = activators of human nuclear receptor RORA | P35398 | CHO-K1 Gal4-RORA LBD luciferase reporter, luminescence; percent increase over mock-subtracted basal signal | activation, % at 10 µM | 1.5% of 65,000 active;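 active = activation above the mean of all tested compounds plus 3 SD, cut at about 49% in these data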;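 also: 0% = DMSO-treated RORA cells and 100% = added signal equal to DMSO minus mock-transfected cells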
# TNAP act DEA = human TNAP activation, intermediate phosphate acceptor; activation factor at 20 µM; 64,000 tested, under 10 active; P05186; purified TNAP, CDP-star luminescence, 100 mM DEA, 30 min; hits give high values; scale: 0 levamisole-inhibited, 1 vehicle-only enzyme;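 active = activation factor of at least 2 at 20 µM, relative to controls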
# FXIIa mix inh = inhibitors of human coagulation factor XIIa, pooled mixtures. P00748. AID 684. 0.2% of 62,000 active. purified FXIIa, fluorogenic substrate. inhibition, % at 5 µM; in the data active = inhibition above about 20%, passing the limit was not always enough;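 also: 0% = enzyme without compound and 100% = no enzyme blank; some results filed as inactive read as strong as hits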
# Target sequence (P00748 20-372 limits assumed): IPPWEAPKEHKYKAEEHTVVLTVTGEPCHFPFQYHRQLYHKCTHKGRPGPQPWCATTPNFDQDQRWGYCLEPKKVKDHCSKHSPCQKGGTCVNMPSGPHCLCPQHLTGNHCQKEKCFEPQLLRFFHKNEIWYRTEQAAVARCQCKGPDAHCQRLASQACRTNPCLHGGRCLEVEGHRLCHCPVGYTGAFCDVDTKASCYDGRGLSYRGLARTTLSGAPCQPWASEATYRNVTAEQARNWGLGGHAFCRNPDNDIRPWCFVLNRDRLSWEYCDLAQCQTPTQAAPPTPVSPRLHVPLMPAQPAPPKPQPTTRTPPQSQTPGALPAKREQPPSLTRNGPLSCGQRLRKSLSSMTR
# Target sequence (P00748 373-615 limits assumed): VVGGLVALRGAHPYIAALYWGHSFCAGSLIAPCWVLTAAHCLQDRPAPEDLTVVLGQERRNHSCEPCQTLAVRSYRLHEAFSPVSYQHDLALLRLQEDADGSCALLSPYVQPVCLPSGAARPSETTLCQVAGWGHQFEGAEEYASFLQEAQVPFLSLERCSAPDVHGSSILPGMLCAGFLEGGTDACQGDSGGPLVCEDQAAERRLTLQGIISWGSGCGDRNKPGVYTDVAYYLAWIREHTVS
# MKP-1 inh = blocks human MKP-1 phosphatase activity. P28562. recombinant MKP-1, OMFP hydrolysis fluorescence. inhibition, %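 (compounds tested at a single concentration somewhere between 10 and 100 µM)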. 0.15% of 65,000 active;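 active = inhibition above about 50%, limit read from the data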;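 also: 0% = DMSO max control wells and 100% = wells with enzyme stopped by NaOH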
# SF-1 act = activators of human nuclear receptor SF-1; 1.9% of 65,000 active; activation, % at 10 µM; AID 522; Q13285; CHO-K1 Gal4-SF-1 LBD luciferase reporter; % increase over DMSO SF-1-specific signal;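 active = activation above the mean activation of all tested compounds plus 3 SD, cut at about 50% in these data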
#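 Compound – one dose, 10 µM compound, 1% DMSO · Test system – transient Gal4-SF-1 LBD reporter, CHO-K1 · Input – 4,000 cells in each well · Read-out basis – percent activation relative to DMSO median and mock-transfected background · Replicates – single measurement per compound · Technique – steady-glow luciferase luminescence, read after 15 min reagent incubation · Timing – 20 h compound treatment, 37 °C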
# Her2 expr inh = inhibitors of human Her2 kinase expression. HER2 level % of control, % at 10 µM. 0.69% of 65,000 active. P04626. SKBR-3 HER2 protein level, AlphaScreen, 18-24 h; hits give low values;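 active = HER2 level under 5% of the carrier-only control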;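 also: 100% = DMSO carrier and 0% = 500 nM PU-H71 HSP90 inhibitor; lower value means stronger loss of Her2 protein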
# Hsp90 block = displaces geldanamycin probe from tumor Hsp90; NCI-N417 lysate Hsp90, Cy3B-geldanamycin FP displacement; 0.35% of 64,000 active; inhibition, % at 30 µM; P07900;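 active = inhibition above 50%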;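 also: 0% = tracer plus lysate wells and 100% = tracer alone without lysate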
# * marks the source's active call; other numbers are inactive results; . = no result given.
SMILES,D1 mod,Cdc25B block,RORA act,TNAP act DEA,FXIIa mix inh,MKP-1 inh,SF-1 act,Her2 expr inh,Hsp90 block
CC(C)NC(=O)CN(CCc1ccccc1)S(C)(=O)=O,-0.6,-10,-4,0.9,22*,7,-21,77,-2
Clc1cccc(CSc2nnc(-c3ccccn3)n2Cc2ccco2)c1,-3.4,1,-4,0.9,-17,5,-9,96,.
CCCOc1ccc(C2C(C(=O)c3ccc(C)o3)=C(O)C(=O)N2Cc2cccnc2)cc1 (configuration not stated),-0.31,-4,-9,1,-1,13,1,76,-6
COc1ccccc1OCCSc1nnnn1-c1ccc(C)cc1,.,-13,18,1,3,-10,32,82,-1
Cc1ccc(P(=O)(CC(=O)O)c2ccc(C)cc2)cc1,-0.8,-13,-10,0.9,4,20,10,129,-1
CC(C)C1C(C#N)=C(N)Oc2n[nH]c(-c3ccccc3)c21 (configuration not stated),3.8*,-7,-8,.,.,10,-3,136,-2
Cc1csc2c(=O)n3c(nc12)CCCCC3,1.5,-15,20,0.9,3,16,-7,149,1
CCOCCn1c(CN(Cc2ccccc2)Cc2ccccc2)nc2c1c(=O)n(C)c(=O)n2C,-0.27,-16,2,0.9,8,17,-24,42,0
COc1ccc(S(=O)(=O)N(CC(=O)N2CCN(C)CC2)c2ccccc2)cc1OC,-1.2,-1,-8,0.9,7,-9,-2,112,3
O=C(CN1CCOCC1)N1CCc2ccccc2C(c2ccccc2)C1 (configuration not stated),-0.03,4,9,0.9,-2,-18,-16,102,1
O=c1c2ccccc2c2ccccc2c(=O)n1CC1CCCO1 (configuration not stated),0.99,-11,10,0.9,8,2,5,115,0
O=C(Cn1c(=O)oc2ccccc21)Nc1ccc2c(c1)OCCO2,.,-4,-20,1,11,6,3,128,-5
CCOC(=O)c1c(COC(=O)c2ccco2)nc2ccccc2[n+]1[O-],1.9,6,-6,0.9,-15,-4,-7,94,-4
O=C(NCC1CCCO1)c1ccccc1-c1nc(-c2ccc(F)cc2)no1 (configuration not stated),0.1,10,-16,0.9,4,21,5,86,-2
O=C(CC1c2ccccc2Oc2ccccc21)N1CCN(c2ccccn2)CC1,1.2,-17,4,1,2,10,5,86,-4
Cc1ccccc1-n1c(=O)cc(NCC2CCCO2)[nH]c1=O (configuration not stated),.,-6,5,.,.,2,6,104,-5
Cc1c(OC(=O)CNC(=O)OC(C)(C)C)ccc2c3c(c(=O)oc12)CCC3,1.9,-6,7,1,-2,-27,2,102,-1
O=C1Nc2cc3c(cc2Sc2ccccc21)OCCO3,1.3,-11,-11,0.9,3,9,-22,144,1
COc1ccc2c(c1OC)C(=O)N(c1ncn[nH]1)C2,0.75,-1,-10,0.9,13,-11,-6,123,-5
COc1cccc(-c2nc(CS(=O)(=O)CC(=O)Nc3cc(C)ccc3C)c(C)o2)c1,0.5,-3,9,0.8,-2,1,-24,77,1
CCOc1ccc(NC(=O)c2ccccc2CO)cc1,-0.51,8,51*,0.9,1,-1,71*,96,0
Brc1ccc(OCCn2ccnc2)cc1,0.066,-5,6,0.9,10,-6,32,109,-1
O=C(O)c1ccc(C2SCC(=O)N2Cc2ccccc2)cc1 (configuration not stated),-0.92,-2,9,0.8,-1,3,15,111,-1
CC(NC(=O)COc1ccccc1)C1COc2ccccc2O1 (configuration not stated),0.6,7,5,.,.,-5,8,96,1
COc1cccc(-c2nc(NC(C)(C)C)c3ccccc3n2)c1O,.,4,-12,0.9,.,-10,5,87,0
CCOC(=O)C12CNC(=O)C(C(=O)OCC)(CNC1=O)C2,-0.17,2,-8,0.9,0,2,-7,93,5
CCOC(=O)c1cnc(SCC(=O)Nc2ccc(NC(C)=O)c(OC)c2)nc1N,1.4,0,18,0.9,-18,7,-21,107,2
COc1ccc(Cn2nnnc2C(c2cc(OC)ccc2OC)N2CCC(C(N)=O)CC2)cc1 (configuration not stated),0.27,1,-13,0.9,11,-8,10,99,0
COc1cccc(NC(=O)CN2CCN(S(=O)(=O)c3ccc(C(C)C)cc3)CC2)c1,-0.52,-21,-8,1,7,19,-3,89,-1
COc1ccccc1-c1c(C)oc2c(CN3CCN(C)CC3)c(O)ccc2c1=O,.,20,3,1,1,-23,-1,159,0
O=C(NC1CCCC1)C(c1cccs1)N(Cc1ccco1)C(=O)Cn1nnc(-c2cccs2)n1 (configuration not stated),-1.4,7,-14,1,3,8,-5,72,-3
O=C(CC1SCCNC1=O)Nc1cc(Cl)cc(Cl)c1 (configuration not stated),0.074,-6,-14,1,6,-4,3,63,-1
COc1ccccc1-c1noc(CCC(=O)Nc2ccccc2Cl)n1,0.003,-2,-5,0.9,3,5,8,101,-6
COC(=O)Cn1ncn2cccc2c1=O,0.77,13,-3,1,4,-10,4,132,0
O=S(=O)(Nc1ccc2c(c1)oc1ccccc12)N1CCCC1,-0.52,-6,43,0.9,0,-21,12,108,-1
COc1ccc(CC(=O)Nc2ccc(-c3nnc(-c4ccccc4)o3)cc2)cc1OC,-0.58,-12,5,0.9,4,-6,-77,78,-3
COc1cc(-n2cnnn2)ccc1S(=O)(=O)N1CCOCC1,-0.31,-9,3,0.9,5,-19,24,114,-1
CCOC(=O)c1[nH]cnc1C(=O)NC1CCCCC1,2,-1,5,0.9,2,16,-11,100,-1
Cc1cn(S(=O)(=O)c2ccc(Br)c3ccccc23)cn1,0.45,-11,-2,1,1,11,-17,104,3
c1ccc2c(c1)nc1n2C2(N3CCOCC3)CCCC2C1N1CCOCC1 (configuration not stated),0.029,3,12,0.8,5,11,9,98,-4
C=CCn1c(SCC(N)=O)nnc1-c1cc(Br)ccc1O,-0.66,-2,-2,0.9,4,-14,-5,127,4
Clc1ccc(C(c2nnnn2C2CCCCC2)N(Cc2cccnc2)Cc2ccco2)cc1 (configuration not stated),.,-2,-9,0.9,4,12,2,49,0
CCOC(=O)NC(Nc1ccc(S(N)(=O)=O)cc1)(C(=O)OCC)C(F)(F)F (configuration not stated),-0.25,9,0,0.9,24,-5,-17,122,0
COC(=O)c1c(N)c2ccccc2[nH]c1=O,-0.87,3,-3,1,3,-5,-5,93,-2
COc1ccc(OCCOC(=O)c2cccs2)cc1,1.2,-8,27,0.9,10,-10,20,99,-2
COC(=O)c1sccc1NC(=O)c1cc(C)on1,3.4*,0,-30,1,6,21,-17,50,-2
O=c1[nH]c2ccc(Cl)cc2c(-c2ccccc2)c1CN1CCOCC1,.,3,4,1.1,6,4,-13,80,0
Fc1ccc(CN2CCCCCCC2)c(F)c1,0.52,-1,-18,0.9,1,11,1,105,1
Cc1cc(C)n(-c2ccc(OCC(=O)O)nn2)n1,-0.19,-6,-29,1,-3,8,-18,106,-1
COC(=O)C1=C(NC(=O)c2cccc(C)c2)CCS1,.,-9,-10,0.9,1,2,4,117,2
CCC(C)(NC(=O)c1ccccn1)C(=O)NC1CCCCC1 (configuration not stated),1.2,-4,-11,0.9,4,3,-2,79,-2
COc1ccc(N(CC(=O)Nc2ccc3c(c2)OCO3)S(C)(=O)=O)c(OC)c1,-0.39,-1,3,0.9,10,3,-9,90,6
CCS(=O)(=O)c1ccc(O)c(NC(=O)Nc2ccccc2)c1,.,-8,9,0.9,-1,5,-7,95,-2
O=C(Cn1cnc2c(nnn2Cc2ccc(Cl)cc2)c1=O)OCc1ccccc1,-0.35,3,-2,.,.,1,-7,98,2
COC(=O)NC1CSCC1OC(=O)CN1C(=O)c2ccccc2C1=O (configuration not stated),-0.33,2,-7,0.9,-6,3,-10,80,-2
O=C(O)c1ccc(CSc2ncn[nH]2)cc1,.,13,-24,0.9,14,-3,-1,90,0
CC(C)OC(=O)c1cn(-c2ccccc2)nc1-c1ccco1,1.6,-4,-8,0.8,8,4,5,49,-8
O=C(O)C1C2C=CC(O2)C1C(=O)Nc1ccc(S(=O)(=O)N2CCc3ccccc32)cc1 (configuration not stated),-0.094,4,-14,1,-22,18,0,126,-9
COC(=O)Cn1c2c(c3cc(C)ccc31)CCCC2,-1.2,3,20,1,8,3,11,110,0
CCOc1c(C(N)=O)c(-c2ccccc2)c2c(=O)[nH]c3ccccc3n12,0.09,-16,12,0.9,1,-6,-30,87,-2

# The list goes on:
SMILES,D1 mod,Cdc25B block,RORA act,TNAP act DEA,FXIIa mix inh,MKP-1 inh,SF-1 act,Her2 expr inh,Hsp90 block
CCCOc1ccc(-c2nnc(N)s2)cc1,-0.5,-29,44,0.9,.,-18,59*,110,-4
Cc1nnc(Nc2ccc(C(=O)NCCO)cc2)c2ccccc12,0.78,-3,-2,0.9,-13,-11,-10,59,-3
Cn1c(CSc2ccccc2)c(C#N)c2ccccc21,-0.63,2,61*,0.9,-13,-29,27,107,-4
CCN(CC)S(=O)(=O)c1cc(C(=O)Nc2ccc(Cl)cn2)ccc1C,-0.95,-5,47,0.9,-19,3,61*,85,-3
COc1ccccc1OCC(=O)NCC1CCCCC1,0.89,-10,-15,0.9,3,-15,1,112,-1
CCC(=O)c1cc2c(C)cc(=O)oc2c(C)c1O,0.32,-10,-17,1,4,14,-18,85,-3
Cc1ccc2nc(NC(=O)CN(C)S(=O)(=O)c3cccc4nsnc34)sc2c1,-0.73,-9,36,0.9,8,11,-4,69,-3
CSc1nc(O)c(C2OC(=O)c3ccccc32)c(=O)[nH]1 (configuration not stated),-0.11,-25,10,1,5,-8,-4,92,2
O=C(NCc1cccnc1)c1ccc2c(=O)n(CCCN3CCCC3=O)c(=S)[nH]c2c1,0.89,1,5,0.9,3,27,2,97,-5
CCOCCCNC(=O)c1cc2c(-c3ccc(Cl)cc3)nn(C)c2s1,0.18,-13,6,0.9,-31,13,-5,27,-3
CC(=O)c1oc2ccccc2c1N,0.074,-6,-8,0.9,-15,-2,11,82,-1
O=C(Cn1ncn2cccc2c1=O)N1CCCCC1,.,14,-17,1,4,10,-7,83,2
CSc1nc2[nH]c3c(c2c2ncnn12)CCCC3,.,26,-5,0.9,.,-17,0,100,0
O=C1C2C3C=CC(C3)C2C(=O)N1c1ccccc1 (configuration not stated),0.53,-15,-2,0.9,12,5,1,95,-2
Cc1ccccc1-c1nc(Cc2ccccc2)no1,-0.0087,-11,13,0.8,1,-13,22,92,-2
COc1ccc(C2CC(=O)c3cnc(N)nc3C2)c(OC)c1 (configuration not stated),2,6,-12,0.9,-4,-11,6,154,19

# In the list so far, 8 have a furan ring, fused or not:
SMILES,D1 mod,Cdc25B block,RORA act,TNAP act DEA,FXIIa mix inh,MKP-1 inh,SF-1 act,Her2 expr inh,Hsp90 block
Clc1cccc(CSc2nnc(-c3ccccn3)n2Cc2ccco2)c1,-3.4,1,-4,0.9,-17,5,-9,96,.
CCCOc1ccc(C2C(C(=O)c3ccc(C)o3)=C(O)C(=O)N2Cc2cccnc2)cc1 (configuration not stated),-0.31,-4,-9,1,-1,13,1,76,-6
CCOC(=O)c1c(COC(=O)c2ccco2)nc2ccccc2[n+]1[O-],1.9,6,-6,0.9,-15,-4,-7,94,-4
O=C(NC1CCCC1)C(c1cccs1)N(Cc1ccco1)C(=O)Cn1nnc(-c2cccs2)n1 (configuration not stated),-1.4,7,-14,1,3,8,-5,72,-3
O=S(=O)(Nc1ccc2c(c1)oc1ccccc12)N1CCCC1,-0.52,-6,43,0.9,0,-21,12,108,-1
Clc1ccc(C(c2nnnn2C2CCCCC2)N(Cc2cccnc2)Cc2ccco2)cc1 (configuration not stated),.,-2,-9,0.9,4,12,2,49,0
CC(C)OC(=O)c1cn(-c2ccccc2)nc1-c1ccco1,1.6,-4,-8,0.8,8,4,5,49,-8
CC(=O)c1oc2ccccc2c1N,0.074,-6,-8,0.9,-15,-2,11,82,-1
